INS promoter inh: TRM-6 insulin promoter activity inhibition | 130,000 tested, 0.9% active | TRM-6 cells (human fetal islet line), insulin promoter-eGFP reporter, imaging; reporter expression induced with tamoxifen | inhibition, % at 2 µM;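 active = inhibition above the mean plus 3 SD, with well images judged a real hit on visual review, cut at about 60% in these data, passing the limit was not always enough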
SDO1 yeast rescue: sdo1-depleted yeast growth rescue; S. cerevisiae sdo1-depleted JHY4D growth rescue, OD600 30 h; hits give high values; pdr5 snq2 efflux-pump mutant strain; z-score at 10 µM; 140,000 tested, 0.21% active; AID 817;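 active = z-score above 3 at both the 24 hr and the 30 hr optical density reads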;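 note: z-score against mean and SD of all compound wells on the same plate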
SDO1 yeast rescue Rescue 24 h: recorded beside SDO1 yeast rescue, whose call it bears; z-score; S. cerevisiae sdo1-depleted JHY4D growth rescue, OD600; measured here: growth rescue at 24 h;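 0 is the plate mean of compound wells and units are plate SD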
* marks the source's active call; other numbers are inactive results; . = not tested or not shown. Only part of the results is shown, so the mix of outcomes need not match the whole.

SMILES,INS promoter inh,SDO1 yeast rescue,SDO1 yeast rescue Rescue 24 h
O=C(/C=C/c1ccccc1)c1ccc2c3c(cccc13)CC2,.,-0.01,-0.21
Cc1ccc(NC(=O)C(C)c2cccc(C(=O)c3ccccc3)c2)cc1 (stereo not given),-15,-0.86,-0.81
COC(=O)c1cc(=O)nc2sc3cc(OC)ccc3n12,-319,0.98,0.26
COC(=O)C(CC(C)C)NC(=O)/C=C/c1ccccc1Cl (stereo not given),13,-0.21,-0.64
CC(C)(C)C(=O)/C=C/Nc1ccccc1O,-69,-1.8,-1
Cc1c(O)c2c(=O)n(-c3ccccc3)c(-c3ccccc3)cc2oc1=O,.,-0.05,0.37
CCOC(=O)/C(C#N)=C1/CCCCCN1C,-39,-0.12,0.06
CSCCC(NC(=O)c1ccccc1)C(=O)NC1CCCC1 (stereo not given),-8,0.51,0.39
Cc1cc(C(=O)Nc2ccc3c(c2)OCO3)cs1,35,-0.08,-0.02
ClC(Cl)(Cl)c1nc(N/N=C/c2ccncc2)c2ccccc2n1,-35,.,.
COc1ccc(N2CCN(C(CNC(=O)C(=O)NCC3CCCO3)c3ccco3)CC2)cc1 (stereo not given),13,0.39,0.45
Cc1ccc2[nH]cc(C(=O)CN3CCN(c4ccccn4)CC3)c2c1,.,0.67,0.26
COc1ccc(C2C(C#N)=C(C)NC3=C2C(=O)c2ccccc23)cc1 (stereo not given),.,-1,0.34
COc1ccc2nc(Sc3c([N+](=O)[O-])nc(C)n3Cc3ccccc3)[nH]c2c1,.,0.42,0.21
COc1ccc(Nc2nc(C)cc(C)c2C#N)cc1OC,.,0.47,0.67
CCCn1c2ccccc2c2nnc(SCC(=O)OC)nc21,.,-0.28,0.18
O=c1[nH]c(CCC2CCCC2)nc2ccccc12,48,-0.77,-0.21
COc1ccccc1S(=O)(=O)Cc1ccc(C(=O)N2CCN(c3cccc(Cl)c3)CC2)o1,.,-0.79,-0.39
O=C1c2ccccc2C(=O)N1C/C=C/CN1C(=O)c2ccccc2C1=O,14,0.19,0.59
CC12CC(c3ccccc3O1)C(C(=O)N1CCOCC1)C(=O)N2 (stereo not given),71*,1.1,0.37
Cc1cc(C)c(C)c(S(=O)(=O)N[C@@H](C)C(=O)OCC(N)=O)c1C,33,.,.
CC(=O)Nc1ccc(NC(=O)CCCSc2nc3ccccc3s2)cc1,-13,.,.
COCCNC(=O)CN(C(=O)CCC(=O)Nc1ccccn1)c1ccc(F)c(Cl)c1,.,0.28,0.31
CC(C)c1ccc(NC(=O)N2CCC(c3nc4ccccc4o3)CC2)cc1,-6,-0.74,-0.74
Cc1nn(-c2ccccc2)c(C)c1/C=N/NC(=O)c1ccccc1NS(=O)(=O)c1cccs1,13,0.39,0.6
Cc1nc(Cl)c(C(=O)NC(=O)Nc2cccc(C(F)(F)F)c2)c(C)c1[N+](=O)[O-],-21,-0.75,-0.31
O=C1N=c2ccc(Br)cc2=C1c1sc(=S)n(NS(=O)(=O)c2ccccc2)c1O,21,.,.
COc1ccc(Cc2nc(-c3ccccn3)no2)cc1OC,53,.,.
O=C(Nc1cccc(Cl)c1)N1CCN(c2ncccn2)CC1,-26,-0.43,-0.86
CCOC(=O)c1sc2nc(C)nc(N3CCCCC3C)c2c1C (stereo not given),46,.,.

Record cards, as listed above:
COCCNC(=O)CN(C(=O)CCC(=O)Nc1ccccn1)c1ccc(F)c(Cl)c1 across the screens: INS promoter inh = .; SDO1 yeast rescue = 0.28; SDO1 yeast rescue Rescue 24 h = 0.31
COc1ccc(N2CCN(C(CNC(=O)C(=O)NCC3CCCO3)c3ccco3)CC2)cc1 (stereo not given) across the screens: INS promoter inh = 13; SDO1 yeast rescue = 0.39; SDO1 yeast rescue Rescue 24 h = 0.45
COc1ccc(Nc2nc(C)cc(C)c2C#N)cc1OC across the screens: INS promoter inh = .; SDO1 yeast rescue = 0.47; SDO1 yeast rescue Rescue 24 h = 0.67

(listing goes on)
SMILES,INS promoter inh,SDO1 yeast rescue,SDO1 yeast rescue Rescue 24 h
COCc1ccc(CN2CCCC(CCC(=O)NCc3cccc(OC)c3)C2)o1 (stereo not given),0,.,.
CC(C)Oc1ccc(C2CNC(=O)C2)cc1 (stereo not given),.,-0.84,-1.4
COc1cccc(C(=O)CSc2nnc(-c3cc(OC)c(OC)c(OC)c3)o2)c1,.,-0.45,-0.34
COc1cccc(-c2nc(NCc3ccco3)c3ccccc3n2)c1O,-5,.,.
CSCCC1COC(c2cccs2)=N1 (stereo not given),35,.,.
COc1ccc2[nH]c3c(=O)n(Cc4ccco4)cnc3c2c1,.,0.04,0.05
CCCCc1ccc(-c2csc(/C(C#N)=C/c3ccc(C)o3)n2)cc1,-8,0.15,-0.31
Cc1ccc(C(=O)N(Cc2ccccc2)C(C)(C)C)cc1C,7,-0.2,0.3
CCc1cc(=O)oc2cc(OCC(=O)O)c(Cl)cc12,57,0.72,0.48
O=C(CSc1nnc(-c2cccs2)n1-c1ccccc1)N1CCN(C(=O)c2ccco2)CC1,.,1.1,0.35
CSc1ncccc1C(=O)NCc1ccc(C)cc1,-8,-0.6,-1.3
COc1cccc(CNC(=O)C2CCN(S(=O)(=O)c3cnc[nH]3)CC2)c1,.,-0.65,-0.52
Cc1cc(C)cc(NC(=O)CC23CC4CC(C2)CC(n2nnc(C)n2)(C4)C3)c1,-7,-1.4,-1.2
COc1ccc(CCNC(=O)CSc2ccc(-c3ccccc3)nn2)cc1,.,-0.15,-0.72
Cn1c2c(c(=O)c3ccccc31)CCC(C)(C)O2,23,-0.11,0.29
c1ccc(CN2CCC3(CC2)Nc2ccccc2CO3)cc1,62,0,-0.45
O=C1CN(C(=O)c2cc3ccccc3oc2=O)C(c2ccc(F)cc2)c2cc(Br)ccc2N1 (stereo not given),-38,-0.64,-0.34
Cc1ccc(N2C(=O)CS/C2=C(\C(Cl)=C(Cl)Cl)[N+](=O)[O-])cc1,-161,-0.54,-0.39
CCOC(=O)C1(CCOc2ccccc2)CCN(Cc2ccc(C)o2)CC1,0,.,.
COC(=O)[C@@H](NC(=O)O[C@@H]1C(=O)c2ccc(OC)cc2O[C@H]1c1cccc(C(F)(F)F)c1)C(C)C,-35,-1.1,-0.53
COc1cc2c(cc1OC)N1C(=O)CC(OCC(=O)O)C3C4CC5(CCN5C(=O)C4=O)C2C31 (stereo not given),-44,.,.
CCOC(=O)CSc1nc2cc3c(cc2cc1C#N)OCO3,.,-0.5,-0.57
Clc1ccccc1OCCn1cnc2ccccc21,.,-2.1,-2.1
CCOCCCNC(=S)NCCNc1nc2ccc(C)cc2cc1C#N,.,0.13,-0.08
CCOC(=O)c1ccc(NC(=O)CSc2nnc(COc3ccccc3)n2C)cc1,-75,-0.02,2
O=C(CSc1nnc2scc(-c3ccccc3)n12)Nc1ccc2c(c1)OCCO2,8,-0.11,-0.3
Cc1nnc2n(Cc3ccccc3)c(=O)c3c4c(sc3n12)COC(C)(C)C4,.,0.08,0.13
CCCCC(=O)Nc1ccc(Br)cn1,-8,-0.61,-0.48
O=C(NCCCl)c1ccc(OCc2ccccc2)cc1Cl,-50,.,.
CCN(c1ccccc1)S(=O)(=O)c1ccc2[nH]cc(C(=O)N3CCOCC3)c(=O)c2c1,-11,2.9,4.3

An excerpt from above in order of length of the SMILES, lowest first:
SMILES,INS promoter inh,SDO1 yeast rescue,SDO1 yeast rescue Rescue 24 h
Clc1ccccc1OCCn1cnc2ccccc21,.,-2.1,-2.1
CC(C)Oc1ccc(C2CNC(=O)C2)cc1 (stereo not given),.,-0.84,-1.4
CCOC(=O)c1ccc(NC(=O)CSc2nnc(COc3ccccc3)n2C)cc1,-75,-0.02,2
Cc1nnc2n(Cc3ccccc3)c(=O)c3c4c(sc3n12)COC(C)(C)C4,.,0.08,0.13
COc1cc2c(cc1OC)N1C(=O)CC(OCC(=O)O)C3C4CC5(CCN5C(=O)C4=O)C2C31 (stereo not given),-44,.,.

Other entries:
SMILES,INS promoter inh,SDO1 yeast rescue,SDO1 yeast rescue Rescue 24 h
Cn1c2c(c(=O)n(C)c1=O)C1(C(=O)Nc3ccccc31)C(C#N)=C(N)O2 (stereo not given),-30,-2.2,-1.7
O=C(N/N=C/C(Br)=C/c1ccccc1)c1n[nH]c2c1CCC2,.,-0.94,-1
CCOC(=O)CSc1nnc(CNC(=O)c2cc(OCC)c(OCC)c(OCC)c2)n1C,.,0.74,1.4
Cc1ccc(Cc2cnc(NC(=O)/C(C#N)=C/c3ccc(-c4ccc([N+](=O)[O-])cc4)o3)s2)cc1,41,1.1,1.9
O=C(CCC(=O)OCCCC(F)(F)C(F)(F)F)NC1CCCCC1,0,0.73,0.56
CCc1ccc(NC(=O)CCc2nc3ccccc3[nH]2)cc1,-64,.,.
CCCCNC(=S)N/N=C/c1ccc(C#N)cc1,-42,.,.
CCOC(=O)C1C(=O)NC(N2CCN(Cc3ccccc3)CC2)=NC1c1ccco1 (stereo not given),.,1.7,0.85
Cc1ncc([N+](=O)[O-])n1CC(=O)NC1CCCC1,21,0.71,-0.18
Cc1occc1C(=O)NCCCCNC(=O)c1ccoc1C,64,0.62,-0.59
Cn1c(Cn2nnc3ccccc32)nnc1SCC(=O)Nc1ccc2c(c1)OCO2,.,1,1.4
O=C(O)CCS(=O)(=O)Cc1cccc(Cl)c1,.,0.26,0.13
CCOCCCNCc1cccc(OCc2ccc(F)cc2)c1,-54,1.1,1.5
O=C(Nc1nccs1)c1sc2ccccc2c1Cl,-5,-1.6,-0.81
CC(C)CCNC(=O)C(=O)NC1CCCC1,39,0.94,0.05
CCN(Cc1ccccc1)C(c1ccc(C)cc1)c1nnnn1C(C)(C)C (stereo not given),17,-1.2,-1.5
Cc1cc(NCCCCO)n2c(nc3ccccc32)c1C#N,-105,0.14,-0.35
Cc1ccc(N(CC(=O)NCCSc2ccccn2)S(=O)(=O)c2ccc(F)cc2)cc1,-171,.,.
COc1cccc(CN2C(=O)N(C(C)C)C(N(O)C(=O)NC(C)C)C2(C)C)c1OC (stereo not given),3,0.29,-0.41
CCCc1cc(=O)[nH]c(SCc2cccnc2)n1,-342,1.3,1.5
CCN(CC)CCN(Cc1cc2cc(C)cc(C)c2[nH]c1=O)C(=S)NCc1ccco1,-100,0.85,0.23
O=S(=O)(c1cccc(-c2nnc(SC(F)F)n2-c2ccccc2)c1)N1CCCCC1,.,-1.4,-1.1
O=C(/C=C/c1cccc(OCc2ccccc2)c1)c1cccnc1,.,-1.9,-1.4
Cc1ccc(Sc2ccc(NC(=O)CCl)cc2)cc1C,19,-1.9,-1.4
O=C(c1cccnc1)N1CCN(C(=O)c2ccccc2F)CC1,-14,0.97,0.66
Cc1c(Cl)cccc1N=c1c([N+](=O)[O-])nn(-c2ccccc2)n1O,.,-0.44,0.76
CCOC(=O)c1cc(=O)n(-c2ccc(Cl)cc2C)[nH]1,-6,1.1,0.5
Cc1cccc(NC(=O)CSc2nnc(Cn3nnc(-c4ccccc4)n3)n2-c2ccccc2)c1,3,0.05,0.75
CCOC(=O)CN(C(=O)CSc1nnc(-c2ccc(OC)c(OC)c2)o1)c1ccccc1,.,-0.59,-0.24
CCCOC(=O)Oc1ccc2c(=O)c(Oc3cc(C)cc(C)c3)coc2c1,3,-0.78,-0.24
COC(=O)c1cn(Cc2ccccc2C)nn1,.,1.4,1.3
CC(=O)c1c(O)cc(C)n(Nc2nc(C)cc(C)n2)c1=O,-8,0.07,0.26
Cc1ccc(-n2cc(C(=O)c3ccccc3O)cn2)cc1,32,-0.5,0.3
O=C(C1CCCCC1)N1CCCC(c2nc(-c3ccc(F)cc3)no2)C1 (stereo not given),.,-0.58,-0.83
CN(CC(=O)NCc1ccc(F)cc1)S(=O)(=O)c1cccc2nsnc12,-57,0.58,-0.2
Cc1ccc(OCCCC(=O)Nc2ccc(N3CCOCC3)cc2)cc1,-51,-0.55,-0.4
COCCn1c(SCC(=O)NCC2CCCO2)nc2c(c1=O)SC(C)C2 (stereo not given),.,-0.76,-1.3
COc1ccc(S(=O)(=O)N2CCCC(C(=O)Nc3cccc(C(C)=O)c3)C2)cc1 (stereo not given),6,1.8,3.1
NC(=O)C1CCN(C(=O)c2cnn(-c3ccccc3)c2NC(=O)c2ccco2)CC1,.,0.85,-0.53
CN(C)C(=O)C1Cc2ccccc2CN1S(=O)(=O)c1cccs1 (stereo not given),11,.,.
CCOC(=O)n1c(=O)n(Cc2ccc(Cl)cc2Cl)c2ccccc21,13,-2.2,-1.3
O=C(COc1ccccc1)Nc1ccc(Cl)cn1,11,.,.
O=C(CSc1ccc2nnc(-c3ccccn3)n2n1)NCc1ccc2c(c1)OCO2,.,1.7,1.7

Compound activity: PubChem BioAssay, several laboratories
